Compound activity (PubChem)
PMI activator: increases human mannose-6-phosphate isomerase activity. P34949. purified human PMI, coupled resazurin fluorescence, 20 min; hits give high values; 1 = vehicle control, 0 substrate-free wells. activation factor at 20 µM. hit rate 0.005% among 190,000. AID 1214;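 active = activation factor of 2 or more at 20 µM, relative to plate controls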
Target sequence (P34949 whole entry, looked up): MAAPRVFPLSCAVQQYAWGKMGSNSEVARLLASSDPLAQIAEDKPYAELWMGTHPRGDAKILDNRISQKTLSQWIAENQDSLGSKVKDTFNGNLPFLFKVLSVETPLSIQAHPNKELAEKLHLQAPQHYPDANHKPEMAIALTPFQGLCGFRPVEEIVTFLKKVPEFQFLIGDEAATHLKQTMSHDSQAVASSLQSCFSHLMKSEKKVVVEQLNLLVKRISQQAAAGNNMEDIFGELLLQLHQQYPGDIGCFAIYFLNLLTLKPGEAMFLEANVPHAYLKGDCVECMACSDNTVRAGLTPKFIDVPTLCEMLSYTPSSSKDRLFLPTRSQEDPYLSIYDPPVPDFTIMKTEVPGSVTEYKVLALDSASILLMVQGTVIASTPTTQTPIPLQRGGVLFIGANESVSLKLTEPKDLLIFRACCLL
PMI act hi M6P: increases human PMI activity with near-saturating mannose 6-phosphate | P34949 | coupled PMI enzyme assay, resazurin fluorescence, 20 min; hits give high values; 1 = untreated enzyme, 0 = substrate-free blank | activation factor at 20 µM | hit rate 0.34% among 190,000 | AID 1216;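 active = activation factor of 2 or more at 20 µM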
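Material: human phosphomannose isomerase with PGI, G6PDH, diaphorase coupling enzymes / Reagent: Man-6-P substrate 1.0 mM / Dosing: single compound dose of 20 µM, 1% DMSO final / Incubation: enzyme reaction with compound 20 min at room temperature / Signal: resorufin fluorescence (Ex 544/Em 590 nm) from resazurin via diaphorase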
Efa HMGR inh: inhibitors of class II HMG-CoA reductase from Enterococcus faecalis; hit rate 0.41% among 190,000; inhibition, % at 10 µM; purified E. faecalis HMGR, NADPH absorbance 340 nm kinetic;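 active = inhibition above a set limit, the median over all tested compounds plus 3 SD, cut at about 9.5% in these data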;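 also: enzyme runs in reverse so mevalonate oxidation gives rising NADPH absorbance; 0% = complete reaction with DMSO and 100% = background rate lacking mevalonate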
S1P3 antag: antagonists of human S1P3 receptor; Q99500; CHO S1P3 NFAT-BLA reporter, FRET fluorescence, antagonist mode; inhibition, % at 4.98 µM; hit rate 0.27% among 170,000; AID 485;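 active = inhibition above the plate cutoff, the mean inhibition of test wells on that plate plus 3 SD, cut at about 28% in these data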;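 also: cells challenged with S1P at its EC80 of 0.8 µM; blue over green emission ratio from cleaved BLA substrate after 4 h stimulation; 0% = S1P-stimulated wells and 100% = unstimulated DMSO-only wells; some compounds past the cut are filed as inactive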
RAM inhibit: blocks the yeast RAM network | hit rate 1.8% among 190,000 | S. cerevisiae dse1pr::URA3 reporter, 5-FOA growth OD615, 2 d; analog-sensitive cbk1-as2 kinase mutant strain | inhibition, % at 50 µM;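 active = inhibition above a set limit, 3 SD over mean compound inhibition, cut at about 8.4% in these data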;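 also: 0% = DMSO-only wells with no growth and 100% = 10 µM 1-NA-PP1 full growth; inhibition rescues growth on 5-FOA so higher OD means more RAM inhibition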
Redox H2O2 prof: compounds producing H2O2 with reducing agent – biochemical, NIH compound library profiling, artefact control for MLSCN library redox annotation, primary screen | DTT-dependent redox cycling H2O2, phenol red/HRP absorbance; 100% = 100 µM peroxide control, 0% = buffer | activation, % at 10 µM | hit rate 0.03% among 200,000 | AID 878;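 active = activation of at least 50% relative to the plate's high and low controls in the primary single-dose screen; inactive = activation below 50%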;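 also: compound incubated with DTT at 0.8 mM final as the reducing agent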
TNAP inh hiacc: TNAP (human) inhibition, high acceptor; inhibition, % at 20 µM; AID 1135; purified TNAP, CDP-star luminescence, 1 M DEA; hit rate 0.03% among 200,000;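 active = over 50% inhibition of tissue-nonspecific alkaline phosphatase at 20 µM in the single-dose screen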;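 also: plate controls were DMSO wells for no effect and EDTA-quenched wells as full inhibition for full effect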
Target sequence (P05186 whole entry, looked up): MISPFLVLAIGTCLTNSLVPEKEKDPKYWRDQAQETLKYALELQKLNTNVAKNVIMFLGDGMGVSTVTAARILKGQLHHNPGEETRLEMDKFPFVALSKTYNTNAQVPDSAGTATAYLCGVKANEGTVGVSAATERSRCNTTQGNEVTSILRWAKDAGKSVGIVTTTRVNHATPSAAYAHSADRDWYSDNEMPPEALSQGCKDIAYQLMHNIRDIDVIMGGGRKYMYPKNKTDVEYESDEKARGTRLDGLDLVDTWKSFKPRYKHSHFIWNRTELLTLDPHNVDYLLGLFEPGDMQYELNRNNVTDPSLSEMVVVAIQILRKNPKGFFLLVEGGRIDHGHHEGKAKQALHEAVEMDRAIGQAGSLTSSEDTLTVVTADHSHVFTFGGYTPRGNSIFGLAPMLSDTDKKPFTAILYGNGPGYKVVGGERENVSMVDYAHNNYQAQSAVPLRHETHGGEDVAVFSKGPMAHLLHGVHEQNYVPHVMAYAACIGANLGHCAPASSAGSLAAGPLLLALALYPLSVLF
Hsp70 activator: Hsp70 transcriptional activation, primary screen; HeLa Hsp70 promoter luciferase reporter, luminescence; scaled: vehicle 0, proteasome-inhibitor control 100%; activation, % at 10 µM; hit rate 0.04% among 200,000; AID 1203;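 active = activation above the mean across all tested compounds plus 3 SD, cutoff set per campaign, cut at about 5.5% in these data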;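 also: 100% = MG132 at 30 µM as the positive control and 0% = DMSO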
Lmaj promast: inhibitors of Leishmania major promastigote growth; Leishmania major promastigotes, resazurin fluorescence viability; inhibition, % at 10 µM; hit rate 9% among 200,000; AID 1063; in the data active = inhibition above about 50%;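 also: promastigotes grown with compound for 44 hours at 28 °C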
TNAP inh noacc: inhibitors of human TNAP without phosphate acceptor. AID 1012. hit rate 0.26% among 200,000. P05186. purified TNAP, CDP-star luminescence, 30 min. inhibition, % at 20 µM;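 active = tissue-nonspecific alkaline phosphatase inhibition above about 50% at 20 µM in the single-dose screen, limit read from the data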;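 also: 0% = DMSO negative control and 100% = EDTA positive control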
An asterisk follows results filed as active; . = not tested or not shown. Rows were taken by chance. Share with any hit: about 12%.

SMILES	PMI activator	PMI act hi M6P	Efa HMGR inh	S1P3 antag	RAM inhibit	Redox H2O2 prof	TNAP inh hiacc	Hsp70 activator	Lmaj promast	TNAP inh noacc
CCc1ccc(C(=O)NNC(=O)OC)cc1	1	1	-5	-8	0.5	-1.7	1	-0.1	1	-3
CCOC(=O)c1cc2c(=O)n3ccccc3nc2n(CC(C)C)c1=NC(=O)c1c(-c2c(F)cccc2Cl)noc1C	1	1	-7	-10	6.2	0.9	4	-0.3	99*	0
CC(C)CCNC(=O)NC(=O)COC(=O)CNC(=O)C1CCCCC1	1.1	1.2	1	-5	0.4	-2.3	-7	-0.1	-1	-2
CCOc1ccc(NC(=O)NNC(=O)C2CCC(C(C)(C)C)CC2)cc1 (stereo unspecified)	1	1	0	-19	2.8	-1.1	-1	-0.1	10	-2
Cn1c(Cn2nnc3ccccc32)nnc1SCC(=O)N1CCc2ccccc21	1	1	4	-9	0.4	2.8	0	-0.3	-2	-8
CC(=O)Nc1ccc(S(=O)(=O)N=S(C)C)cc1	1	1	-5	5	0.1	1.2	2	-0.3	-4	-3
CCOC(=O)c1ccccc1NC(=O)c1ccc(F)cc1	0.9	0.9	-4	.	2.8	0.0	4	-0.3	-2	-6
Cc1ccc(OCC(=O)N2CCN(C(=O)c3ccco3)CC2)cc1	0.9	0.9	2	4	2.2	-2.3	0	0.1	-4	-4
COc1ccccc1CN(C)C(=O)C1COc2ccccc2O1 (stereo unspecified)	0.9	0.9	-2	-13	0.9	1.5	-2	-0.2	7	-8
CCC(C)n1c(SC(C)C#N)nc2ccccc2c1=O (stereo unspecified)	1	1	-9	5	0.7	-9.3	-4	-0.3	-4	-10
Cc1ccc(NS(=O)(=O)c2ccc(NC(=O)c3ccc(Br)o3)cc2)c(C)c1	0.8	0.8	-1	8	2.6	1.8	0	-0.2	12	-10
O=C(CCNC(=O)c1ccc([N+](=O)[O-])cc1)Nc1nccs1	1.3	1.2	2	5	0.8	0.4	-8	-0.2	4	-10
COCCNC(=O)CSc1ccccc1C(=O)NCC1CCCCC1	1	1	-4	6	0.4	-1.1	0	-0.2	-6	-8
Cc1cccc(N2CC(C(=O)O)CC2=O)c1 (stereo unspecified)	0.9	1	0	-23	-0.1	2.8	-3	-0.1	-3	-11
Cc1nc([N+](=O)[O-])c(Br)n1CC(=O)c1ccc(Br)cc1	0.9	0.9	-6	.	2.7	0.2	-6	-0.3	98*	-10

Of the compounds above, these contain a furan ring, fused or not.
SMILES	PMI activator	PMI act hi M6P	Efa HMGR inh	S1P3 antag	RAM inhibit	Redox H2O2 prof	TNAP inh hiacc	Hsp70 activator	Lmaj promast	TNAP inh noacc
Cc1ccc(OCC(=O)N2CCN(C(=O)c3ccco3)CC2)cc1	0.9	0.9	2	4	2.2	-2.3	0	0.1	-4	-4
Cc1ccc(NS(=O)(=O)c2ccc(NC(=O)c3ccc(Br)o3)cc2)c(C)c1	0.8	0.8	-1	8	2.6	1.8	0	-0.2	12	-10

Ordered by formula weight (descending): part of the list above
SMILES	PMI activator	PMI act hi M6P	Efa HMGR inh	S1P3 antag	RAM inhibit	Redox H2O2 prof	TNAP inh hiacc	Hsp70 activator	Lmaj promast	TNAP inh noacc
Cc1nc([N+](=O)[O-])c(Br)n1CC(=O)c1ccc(Br)cc1	0.9	0.9	-6	.	2.7	0.2	-6	-0.3	98*	-10
COCCNC(=O)CSc1ccccc1C(=O)NCC1CCCCC1	1	1	-4	6	0.4	-1.1	0	-0.2	-6	-8
CCOc1ccc(NC(=O)NNC(=O)C2CCC(C(C)(C)C)CC2)cc1 (stereo unspecified)	1	1	0	-19	2.8	-1.1	-1	-0.1	10	-2

Looked up above:
`CCOC(=O)c1cc2c(=O)n3ccccc3nc2n(CC(C)C)c1=NC(=O)c1c(-c2c(F)cccc2Cl)noc1C` in Redox H2O2 prof shows 0.9
`CCc1ccc(C(=O)NNC(=O)OC)cc1` in TNAP inh noacc shows -3
`Cc1ccc(NS(=O)(=O)c2ccc(NC(=O)c3ccc(Br)o3)cc2)c(C)c1` in Efa HMGR inh shows -1
`COc1ccccc1CN(C)C(=O)C1COc2ccccc2O1` (stereo unspecified) in S1P3 antag shows -13
`CC(C)CCNC(=O)NC(=O)COC(=O)CNC(=O)C1CCCCC1` in Hsp70 activator shows -0.1
`CC(=O)Nc1ccc(S(=O)(=O)N=S(C)C)cc1` in Redox H2O2 prof shows 1.2

Next entries:
SMILES	PMI activator	PMI act hi M6P	Efa HMGR inh	S1P3 antag	RAM inhibit	Redox H2O2 prof	TNAP inh hiacc	Hsp70 activator	Lmaj promast	TNAP inh noacc
Cc1cc(-c2nnc3n2CCCCC3)c(C)n1-c1ccccc1	1.1	1.1	0	0	1.1	2.0	-7	0.0	-4	8
COc1ccc(C(C)=O)cc1COC(=O)Cn1cnc2ccccc2c1=O	1	0.9	-1	-4	4.4	-0.7	-6	-0.4	-1	-11
COc1ccc2nc(C)c3cc(C)oc3c2c1	0.9	0.9	-3	-16	2.4	2.9	-3	-0.1	1	-13
C=CCSc1nc(N)c(C(=O)Nc2ccccc2)cc1C#N	1.1	1.1	-1	.	9.8*	3.0	-2	-0.1	10	3
Cc1oc(C(C)(C)C)cc1C(=O)NC(Cc1ccccc1)C(=O)O (stereo unspecified)	1	1	0	-5	1.2	-0.6	1	0.2	-6	0
CC1=C(C)CC(C(=O)NNC(=O)c2csc(C)c2C)C(C(=O)O)C1 (stereo unspecified)	1	1	-4	-2	1.1	-0.5	-1	-0.3	-4	4
COCCNC(=O)Cn1cnc2sc(C)c(S(=O)(=O)N3CCC(C)CC3)c2c1=O	0.9	1	-5	.	0.5	-0.1	-2	-0.4	-5	-8
O=C(NCCc1c[nH]c2ccccc12)/C(=C\c1cccs1)NC(=O)c1ccccc1	0.9	0.9	-1	-5	0.6	0.2	-9	-0.2	7	-2
CC1=C(C#N)C2(O)C(=O)c3ccccc3C2(O)N1 (stereo unspecified)	1.1	0.9	-4	-7	0.2	-0.1	1	-0.2	-5	7
Cc1noc(C)c1CSc1nc2ccccc2s1	0.9	0.9	0	-6	-0.1	-1.9	-3	0.0	-7	-14
COC(=O)C1=C(C)N(c2ccc(F)c(Cl)c2)C(=O)C1	1.2	1.4	0	-10	1.5	1.0	1	-0.2	22	-7
Cn1c(=O)c2c(ncn2CC(=O)N2CCN(c3cccc(Cl)c3)CC2)n(C)c1=O	1	1	2	-12	1.8	3.1	-7	-0.1	1	-8
O=C(CC(c1ccc(F)cc1)c1ccco1)N1CCCC1 (stereo unspecified)	1.2	1.1	-2	.	0.0	0.4	-2	-0.3	-3	-8
CCOc1ccc2nc(N3CCOCC3)nc(C)c2c1	0.8	0.8	-4	-12	0.3	0.2	-8	0.4	-1	-32
O=C(Cn1c(=O)oc2cc(S(=O)(=O)N3CCCC3)ccc21)NCc1ccccn1	0.9	0.9	-8	-15	1.7	-3.0	-7	0.0	4	-12
Cc1nc2ncc(Br)cc2[nH]1	1	1	-3	-7	0.4	0.3	1	-0.1	-7	12
COCCCn1c(=N)c(C(=O)NCC2CCCO2)cc2c(=O)n3ccccc3nc21 (stereo unspecified)	0.9	0.9	2	-7	1.2	1.7	-1	-0.2	-4	-7
CCN(C1CCS(=O)(=O)C1)S(=O)(=O)c1cccs1 (stereo unspecified)	1	1.1	-1	-6	2.7	2.2	6	-0.3	-6	-3
O=C(c1ccc(S(=O)(=O)Cc2ccccc2Cl)c([N+](=O)[O-])c1)N1CCN(c2ccccn2)CC1	1.2	0.9	-5	-6	1.9	-0.3	-3	-0.2	89*	-8
N#CC1=C(SCC(=O)NC23CC4CC(CC(C4)C2)C3)NC(=O)C(C#N)C12CCCCC2 (stereo unspecified)	0.8	0.8	-5	-22	1.7	1.8	0	-0.1	14	-4
Cc1nnc(SCC(=O)NNC(=O)c2ccccc2)n1-c1ccccc1	1	0.9	-8	-5	-0.4	-0.3	2	-0.1	66*	-3
COc1ccc(OC)c(Nc2nc(-c3sc(NC(=O)C(C)(C)C)nc3C)cs2)c1	1	0.8	-5	.	2.1	-7.2	-6	-0.1	93*	0
CCOC(=O)C1CCN(C(=O)COC(=O)c2cccc(F)c2)CC1	1	1	-6	-16	0.4	-0.5	-3	-0.2	-6	-6
CCN(CC)CC(O)COc1ccc2c(c1)OCO2 (stereo unspecified)	1	1	-1	.	1.1	0.9	-2	0.0	-2	-5
COc1ccc(CN(C)CC(=O)NC2CCCc3ccccc32)cc1OC (stereo unspecified)	1.1	1.1	3	-3	1.8	3.1	-3	0.1	9	-11
Cc1ccc(C)c(NC(=O)CSc2nnc(CSc3nc(C)cc(C)n3)n2Cc2ccco2)c1	1	1	-2	-12	-0.9	-2.9	0	-0.4	1	7
CC(=O)Nc1ccc(S(=O)(=O)N2CCN(CC(=O)NC3CCCC3)CC2)cc1	1.1	1.1	-4	.	1.1	-0.1	-6	-0.4	1	-14
COC(=O)c1ccc(CSc2nc3ccc(S(=O)(=O)N4CCOCC4)cc3[nH]2)cc1	0.8	0.9	4	-5	1.7	0.2	3	-0.4	8	-9
COc1ccc(N2CCN(C(=O)Cc3ccc(S(=O)(=O)N4CCOCC4)s3)CC2)cc1	0.9	0.8	-5	4	-0.7	0.2	0	-0.1	24	-11
Cc1cc(C(=O)CSc2nnnn2-c2ccccc2)c(C)n1-c1ccc2c(c1)OCO2	0.9	0.6	0	-6	1.6	0.4	-2	-0.4	2	-11
CN(C(=S)Nc1ccc(Oc2ccccc2)cc1)C1CCCCC1	0.9	1	-3	-26	2.5	-0.4	-5	-0.2	24	-11
COc1cc(-c2nc(-c3ccccc3)c(-c3ccc(F)cc3)[nH]2)cc2c1OCO2	0.9	1	5	-11	3.2	0.4	-5	-0.4	17	-15
CCN(CC)C(=O)Cn1cc(S(=O)(=O)CC(=O)NC2CCCCC2)c2ccccc21	1	1	1	1	0.6	-0.6	-5	-0.4	-2	-9
CCOc1nc(C)ccc1-c1noc(-c2ccccn2)n1	1	1.1	-1	14	0.1	-0.7	-2	-0.3	25	-13
O=CN1CCc2scc[n+]2-c2ccccc21	0.9	1	-5	.	0.5	1.0	0	-0.4	-8	-5
